From PubChem BioAssay
CAL PDZ inh: human CAL PDZ-peptide interaction inhibition; Q9HD26; purified CAL PDZ, TMR-peptide fluorescence polarization, 1 h; inhibition, % at 20 µM; 330,000 compounds, 0.02% hits;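 active = highest replicate inhibition of at least 40%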;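 also: plate controls were DMSO neutral control wells for no effect and unlabeled competitor peptide control wells for full effect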
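Material: tagged CAL PDZ domain; buffer or medium: 25 mM sodium phosphate pH 7.4, 150 mM NaCl, TCEP, IgG, Thesit; compound dosing: single point, 20 µM; schedule: 1 h incubation at room temperature before polarization reading; measured by: FP readout, S and P plane fluorescence; read-out basis: percent inhibition from loss of millipolarization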
DAGLB inhibitor: blocks human DAGLB lipase activity. Q8NCG7. HEK293T DAGLB membrane lysate, EnzChek fluorogenic substrate. inhibition, % at 5.17 µM. 340,000 compounds, 0.059% hits; in the data active = inhibition above about 34%;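 also: 0% = enzyme with vehicle and 100% = wells lacking enzyme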
Target sequence (Q8NCG7 whole entry, looked up): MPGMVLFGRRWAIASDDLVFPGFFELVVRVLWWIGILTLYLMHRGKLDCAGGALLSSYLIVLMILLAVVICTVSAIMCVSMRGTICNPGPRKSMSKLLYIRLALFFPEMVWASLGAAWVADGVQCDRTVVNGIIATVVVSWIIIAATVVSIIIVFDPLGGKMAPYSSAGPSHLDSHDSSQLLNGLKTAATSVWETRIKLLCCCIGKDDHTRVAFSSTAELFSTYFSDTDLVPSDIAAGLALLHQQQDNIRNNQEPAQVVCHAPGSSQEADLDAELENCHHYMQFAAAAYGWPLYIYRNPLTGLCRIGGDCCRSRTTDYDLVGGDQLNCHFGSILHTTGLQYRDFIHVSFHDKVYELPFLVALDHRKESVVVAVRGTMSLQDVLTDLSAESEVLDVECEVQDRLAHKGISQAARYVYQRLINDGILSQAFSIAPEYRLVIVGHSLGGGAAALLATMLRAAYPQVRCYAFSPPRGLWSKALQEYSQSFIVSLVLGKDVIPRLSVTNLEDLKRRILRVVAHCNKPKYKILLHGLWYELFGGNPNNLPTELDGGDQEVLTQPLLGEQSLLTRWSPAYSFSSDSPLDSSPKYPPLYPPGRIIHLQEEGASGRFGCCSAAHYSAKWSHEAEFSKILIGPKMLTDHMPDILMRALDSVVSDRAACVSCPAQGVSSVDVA
PfHsp90 yeast 2: growth inhibition of yeast expressing Plasmodium Hsp90. 310,000 compounds, 0.32% hits. S. cerevisiae expressing PfHsp90, BacTiter-Glo ATP, 48 h; yeast lacking PDR1 and PDR3 efflux regulators. inhibition, % at 9.4 µM;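 active = every replicate shows inhibition above about 80%, whatever the replicate mean, limit read from the data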;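 also: 0% = DMSO neutral controls and 100% = 20 µM radicicol positive controls; yeast relying on Plasmodium falciparum Hsp90 in place of its own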
AddAB inh: less growth of phage-infected E. coli with AddAB. inhibition, % at 11.9 µM. AID 435030. 330,000 compounds, 0.29% hits. E. coli expressing H. pylori AddAB, absorbance growth; in the data active = inhibition above about 12%;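 also: 0% = vehicle wells of infected cells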
Tat transport: blocks Tat-dependent protein export in E. coli; E. coli MC4100 TorA-mCherry Tat export, fluorescence; inhibition, % at 10 µM; 340,000 compounds, 0.036% hits;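 active = mean replicate inhibition at least 50% and at least half of replicates individually reaching 50%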;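 also: exported cargo escapes ClpAP degradation while cytoplasmic cargo is degraded and loses fluorescence; 0% = median of neutral control wells and 100% = median of NaSCN control wells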
E coli growth: counter-screen for AddAB inhibitors: E. coli growth inhibition; AID 449728; 330,000 compounds, 0.27% hits; E. coli V3065 growth, OD600 absorbance, 18 h; inhibition, % at 11.9 µM;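 active = inhibition above the campaign's mean inhibition across all tested compounds plus 3 SD, cut at about 9.9% in these data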;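 also: uninfected addAB+ strain grown without phage in ampicillin broth; 0% = DMSO wells and 100% = ciprofloxacin 0.95 µg/ml wells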
Wnt act: Wnt/beta-catenin pathway activation; 300,000 compounds, 1.2% hits; activation, % at 9.35 µM; Wnt/beta-catenin reporter cell assay, activator, plate reader; in the data active = activation above about 30%, passing the limit was not always enough;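 also: 0% = neutral control wells and 100% = positive control wells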
phage Ecoli inh: E. coli growth loss with phage present; growth absorbance; inhibition, % at 11.9 µM; 360,000 compounds, 0.26% hits; AID 651602; in the data active = inhibition above about 11%
PvdQ inh: blocks Pseudomonas aeruginosa PvdQ acylase activity | purified PvdQ acylase, fluorescence plate reader | inhibition, % at 10 µM | 340,000 compounds, 0.063% hits | AID 488965; in the data active = inhibition above about 30%, passing the limit was not always enough;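 also: 0% = vehicle neutral wells and 100% = reference inhibitor wells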
Rtt109 Vps75: C. albicans Rtt109 histone acetyltransferase inhibition; inhibition, % at 34.9 µM; AID 540336; 330,000 compounds, 0.16% hits; Q5AAJ8; purified Rtt109/Vps75, ThioGlo CoA-SH fluorescence, 4 h;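 active = inhibition of at least 50% in every replicate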
Target sequence (Q5AAJ8 whole entry, looked up): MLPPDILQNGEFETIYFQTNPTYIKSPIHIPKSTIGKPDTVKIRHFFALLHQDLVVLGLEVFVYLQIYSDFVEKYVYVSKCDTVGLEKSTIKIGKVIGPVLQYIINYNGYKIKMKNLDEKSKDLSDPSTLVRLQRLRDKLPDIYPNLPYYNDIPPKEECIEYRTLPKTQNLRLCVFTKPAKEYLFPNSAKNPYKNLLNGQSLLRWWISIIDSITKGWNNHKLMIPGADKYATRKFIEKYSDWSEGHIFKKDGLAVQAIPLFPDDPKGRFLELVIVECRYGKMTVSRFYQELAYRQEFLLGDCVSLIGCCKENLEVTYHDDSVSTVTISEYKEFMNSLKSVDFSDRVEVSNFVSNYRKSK
* marks the source's active call; other numbers are inactive results; x = no result given.

SMILES	CAL PDZ inh	DAGLB inhibitor	PfHsp90 yeast 2	AddAB inh	Tat transport	E coli growth	Wnt act	phage Ecoli inh	PvdQ inh	Rtt109 Vps75
O=C(CCSCCc1ccccn1)Nc1cc(F)ccc1F	0.4	-1	-10	2.3	-5	-0.7	-1	-1.0	-14	2
CCOC(=O)N1CCN(S(=O)(=O)c2ccc(C)c(C)c2)CC1	-2.4	-1	12	0.4	7	-1.4	x	0.9	-8	17
CC12CCC(C(=O)N3CCCCC3)([C@H](Br)C1=O)C2(C)C (stereo not given in full)	1.2	-2	15	2.9	4	1.0	-3	0.7	-10	7
COCc1ccc(C(=O)Nc2ccc(C(=O)O)cc2)o1	-1.6	-1	1	2.0	1	0.7	13	-0.1	-14	-8
COc1nc(-c2ccc(C)cc2)ccc1-c1noc(-c2ccco2)n1	-2.5	-6	-65	-1.4	-6	-1.3	x	-1.8	-16	-6
CC1CCN(C(=O)c2[nH]cnc2C(=O)Nc2ccccc2)CC1	-1.1	-2	-4	0.9	2	-1.1	2	4.1	-6	3
O=C1CN(S(=O)(=O)c2cccc(C(=O)O)c2)c2ccccc2N1	-1.6	-1	-11	7.0	-1	-1.1	-1	0.7	9	14
O=C(Nc1cccc2ncccc12)C(c1ccccc1)c1ccccc1	-3.3	1	13	2.1	2	-0.5	-1	4.9	-13	2
c1ccc(Nc2ccccc2)cc1	-3.1	1	x	2.9	-9	2.7	2	3.5	2	-14
CC1(C)c2ssc(=S)c2-c2ccccc2N1C(=O)CSC1=NCCS1	-0.6	19	-51	0.9	2	-1.7	x	1.8	3	3
Cc1ccc(-c2c[n+](Cc3cccc(Cl)c3)c3n2CCC3)cc1	-0.3	-1	6	0.1	0	-1.8	2	2.9	9	5
CC(Cc1ccco1)NC(=O)c1cccc(S(=O)(=O)N(C)C)c1 (stereo not given)	-1.1	2	-6	0.2	8	-1.8	13	1.8	-9	18
C[C@H]1C=CC(=O)O[C@H]1c1ccccc1	-1.9	-3	-1	3.0	3	0.3	1	1.9	0	11
Cc1ccc(OCC(=O)N(C)CC(=O)Nc2cccc(F)c2)cc1	-3.2	1	-13	-2.3	1	-2.1	-2	-1.8	-17	-5
Cc1ccc(C(=O)OCC(=O)N2CCOCC2)cc1	-0.2	3	-3	-0.2	-4	-1.4	3	0.7	-15	-9
O=C(CN(C(=O)CNS(=O)(=O)c1ccc(F)cc1)C1CCCC1)NCc1ccco1	-0.5	1	10	-0.4	-6	2.2	-1	2.8	-8	4
CCn1cc(C(=O)OCC(=O)Nc2cc(S(=O)(=O)N(C)C)ccc2C)c(=O)c2ccc(C)nc21	-0.9	-1	x	5.6	0	2.6	-6	1.8	-12	2
COc1ccc(CCNC(=O)/C(=C/c2cccnc2)NC(=O)c2ccccc2)cc1	-2.8	0	-9	0.2	-3	0.4	-2	1.2	3	x
Cc1ccc(NC(=O)COC(=O)/C=C/c2cccc(Cl)c2)cc1S(=O)(=O)N1CCOCC1	-2.0	-6	-13	4.0	11	0.5	1	1.2	5	0
O=C(Nc1ccccc1)c1c2c(nc3ccccc13)CCCC2	-0.8	2	13	-0.7	-2	-1.8	0	3.5	-8	-3
CCOc1ccc(-c2cnc3n2CCC3)cc1	-0.5	-1	18	0.2	5	-2.4	x	4.1	-8	1
CCCNC(=O)C1CCC(CNS(=O)(=O)c2ccc3c(c2)N(C(C)=O)CCO3)CC1 (stereo not given)	-2.6	-2	3	2.5	-6	-2.2	0	-1.2	-15	-4
Nc1ncncc1-c1ccc(Cl)cc1	-1.7	-1	13	0.9	4	-0.7	-3	3.5	-1	8
COc1ccc(C(C)(C)C)cc1NC(=O)CN1C(=O)C(=O)N(Cc2ccco2)C1=O	0.0	-3	x	0.2	1	-0.5	0	0.1	2	5
COC(=O)[C@]1(C)CCC[C@@]2(C)C3CC[C@@]4(C)C[C@]3(CCC21)CC(=O)N4C (stereo not given in full)	-2.0	-1	x	2.2	-4	1.5	-5	0.6	15	5
O=C(c1cnn2c1NC(c1ccco1)CC2C(F)(F)F)N1CCN(c2cccc(Cl)c2)CC1 (stereo not given)	-0.6	-2	32	4.5	6	0.0	-3	2.7	-16	-12
N/C(Cn1cncn1)=N\NC(=O)C(=O)Nc1cccc(C(F)(F)F)c1	-0.8	1	5	0.9	1	-2.2	0	4.7	3	-2
COCCNC(=S)N(CCc1c(C)[nH]c2ccc(F)cc12)Cc1ccc(C)cc1	-1.2	1	5	x	5	x	0	-0.6	-18	-5
Cc1ccc(S(=O)(=O)N(C)Cc2ccc(-c3nnco3)cc2)cc1	-3.0	-2	-1	0.9	-11	0.0	0	2.1	-11	-16
COc1ccc(CC(NC(C)=O)C(=O)NC2CCN(C(=O)c3cnccn3)CC2)cc1 (stereo not given)	-1.7	1	x	1.2	6	0.0	-1	3.1	-11	-2
O=C(CCNC(=O)c1ccc([N+](=O)[O-])cc1)NCCC1=CCCCC1	-1.8	-3	x	2.5	-1	-1.6	5	-0.5	-9	-5
COc1ccccc1C(=O)N1CC(=O)Nc2ccc(F)cc2C1c1ccccc1 (stereo not given)	x	-1	22	-2.2	1	0.0	23	1.0	17	3
CC1(C)CC(NC(=O)c2ccc(Cl)cc2)CC(C)(C)N1	-1.0	2	4	0.2	1	1.5	-1	3.0	-7	-11
CN(C)c1ccc(C(c2nnnn2C(C)(C)C)N2CCN(C(=O)c3ccco3)CC2)cc1 (stereo not given)	-0.7	-1	11	3.5	1	2.5	x	2.1	-5	11
COc1ccc(CC(=O)OCC(=O)NCc2ccco2)cc1	-0.2	-4	7	0.0	-4	-1.9	1	4.8	7	8
COc1cccc(CNC(=O)CCC2CCCN(C(=O)c3csc(C(C)C)n3)C2)c1 (stereo not given)	-0.1	-1	-7	-1.7	4	-0.4	1	2.0	-2	-5
COc1cc(N=C2C(=O)N3CCCc4cccc2c43)cc(OC)c1	-1.2	2	-17	-0.1	1	-0.9	x	1.0	2	-8
Cc1cc(C([O-])=C(C(=S)Nc2ccccc2)[n+]2ccccc2)c(C)n1-c1ccccc1	0.3	6	22	x	-7	x	-3	0.9	3	-7
CO/N=C(\c1nonc1N)N1CCN(c2ccc(Cl)cc2[N+](=O)[O-])CC1	-1.3	14	x	-0.8	6	-0.3	-9	3.1	5	5
N/C(=N\OC(=O)c1cccc(Br)c1)c1ccc(Br)cc1	-0.4	-2	-31	4.5	-2	0.1	x	0.6	-6	6
CCN(C(=O)CN1C(=O)NC(c2ccccc2)(c2ccc(C)c(C)c2)C1=O)C1CCS(=O)(=O)C1 (stereo not given)	-1.4	-3	16	-2.5	1	-1.4	1	1.2	3	15
CC(=O)c1c(C)[nH]c(C(=O)OCCCCN2C(=O)c3ccccc3C2=O)c1C	-1.6	-2	4	3.6	-2	2.8	-6	0.6	-15	-9
CC(Sc1nc(C(C)(C)C)cc(-c2ccccc2)c1C#N)C(=O)Nc1ccccc1 (stereo not given)	-0.2	-17	-12	2.0	-5	-2.4	x	8.8	19	5
O=S(=O)(c1ccc(-c2ccccc2)cc1)N1CCCCC1	-0.6	-6	45	4.2	7	1.7	-2	1.3	-14	-2
O=C1C2C3CCC(O3)C2C(=O)N1c1nccs1 (stereo not given)	0.0	0	-5	x	8	x	-6	1.9	-16	3
CCOC(=O)CSC1=C(C#N)C(c2ccc3c(c2)OCO3)CC(=O)N1 (stereo not given)	-0.8	1	-4	0.8	8	-4.3	-6	2.8	-9	-3
CC(C)N(C(=O)CSc1nnc(NC(=O)Cc2cccs2)s1)C(C)C	-0.3	1	9	-0.2	-7	0.1	-1	2.0	2	-9
COC(=O)c1ccc(/C=N/NC(=S)NCCN2CCOCC2)cc1	-1.1	-2	10	-0.7	-13	-2.8	-1	3.5	9	-2
COc1ccc([C@H]2CC(=O)C=C(c3ccc4c(c3)OCO4)C2)cc1OC	0.3	0	-1	2.1	2	1.8	-2	-0.5	11	8
Cc1csc(N(C(=O)c2ccccc2F)c2ccccc2)n1	-0.7	-1	-3	1.9	-3	-0.2	6	4.3	-4	3
O=C(CSc1ncccn1)NN=C1CCCCCC1	-1.6	0	17	-0.2	0	-2.2	0	1.2	-12	-11
Cc1ccc(C(=O)Cn2c(C(=O)O)cc3ccccc32)cc1	0.4	3	1	0.2	-7	-0.6	1	0.6	-4	9
COc1ccc(N(CC(=O)NC2CCCCCCC2)S(=O)(=O)c2c(C)nn(C)c2C)cc1	-0.4	1	-13	1.2	-3	-0.8	0	1.8	-11	-7
O=c1cc(CN2CCC(Cc3ccccc3)CC2)nc2sccn12	-1.6	0	12	3.3	-3	3.0	-1	2.8	-6	-5
Cc1cccc(NS(=O)(=O)c2ccc([N+](=O)[O-])cc2)n1	1.0	1	-4	2.4	19	-0.4	0	4.8	4	-4
Cc1c(C#N)c2ccccc2n1CC(=O)N1CCc2ccccc2C1	-0.4	-2	-82	7.0	-1	0.9	-2	1.8	-17	6
COc1ccc(-c2csc(N(CCCN3CCOCC3)C(=O)CCl)n2)cc1	0.8	-1	-17	2.0	0	-1.9	2	1.2	-12	-6
COc1ccc(NC(=O)CSCC(=O)N2CCN(C(=O)c3ccco3)CC2)cc1	-0.8	1	14	0.3	1	-0.2	-1	3.3	-7	-10
CCC(=O)N1CCN(c2ccc(NC(=O)c3ccc(C#N)cc3F)cc2Cl)CC1	-2.4	0	-13	2.5	-5	0.8	-2	0.2	-10	-6
Cn1c(SCCc2ccc([N+](=O)[O-])cc2)nccc1=O	-0.5	-5	9	1.3	8	0.7	7	-0.2	-4	-11

Reformatted: entries from further up.
Order of results – CAL PDZ inh, DAGLB inhibitor, PfHsp90 yeast 2, AddAB inh, Tat transport, E coli growth, Wnt act, phage Ecoli inh, PvdQ inh, Rtt109 Vps75
> Cc1ccc(C(=O)Cn2c(C(=O)O)cc3ccccc32)cc1
→ 0.4, 3, 1, 0.2, -7, -0.6, 1, 0.6, -4, 9
> COc1ccc(N(CC(=O)NC2CCCCCCC2)S(=O)(=O)c2c(C)nn(C)c2C)cc1
→ -0.4, 1, -13, 1.2, -3, -0.8, 0, 1.8, -11, -7
> O=c1cc(CN2CCC(Cc3ccccc3)CC2)nc2sccn12
→ -1.6, 0, 12, 3.3, -3, 3.0, -1, 2.8, -6, -5
> Cc1cccc(NS(=O)(=O)c2ccc([N+](=O)[O-])cc2)n1
→ 1.0, 1, -4, 2.4, 19, -0.4, 0, 4.8, 4, -4

Next section.
SMILES	CAL PDZ inh	DAGLB inhibitor	PfHsp90 yeast 2	AddAB inh	Tat transport	E coli growth	Wnt act	phage Ecoli inh	PvdQ inh	Rtt109 Vps75
CSc1nnc(SCc2nc3sc(C(=O)O)c(C)c3c(=O)[nH]2)s1	-4.7	-1	-15	-0.5	0	-0.8	2	1.2	8	-19
CC1CCc2c(sc(NC(=O)c3ccc(Cn4cc(Br)cn4)o3)c2C(N)=O)C1 (stereo not given)	-1.8	1	-12	-0.3	-9	0.4	-1	-0.8	0	-5
CCOC(=O)NC(=O)CSc1nnc(C)s1	-1.3	3	26	-0.6	-1	-0.4	x	0.8	-12	2
O=C(NC1CCN(Cc2ccccc2)CC1)c1ccccc1NS(=O)(=O)c1ccc(F)c(F)c1	-0.2	1	-10	x	3	x	-2	1.2	-15	1
Cc1ccc(CN2CCN(/N=C/c3sccc3C)CC2)c(C)c1	-0.9	-12	18	2.8	0	-0.3	-4	1.2	-1	5
Cc1cc(C(=O)CSc2nnnn2-c2ccc(Cl)cc2)c(C)n1CC1CCCO1 (stereo not given)	0.2	-3	-14	1.8	7	-0.7	x	2.9	-7	5
O=C(CSc1ccc2ccccc2n1)NCc1ccc2c(c1)OCO2	x	-1	-10	-0.9	-3	-0.6	-1	2.9	-12	-5

An unsorted share of the library. About 1.9% of those tested had a hit in this group.
